# Assay outcomes from PubChem.
# esBAF inh: inhibitors of esBAF chromatin remodeling in mouse ES cells; hit rate 2% among 350,000; Bmi1-luciferase knock-in reporter, 24 h; 100% = twice the neutral-well signal; AID 602393; reporter increase, % at 12.5 µM; in the data active = activation above about 40%; inconclusive = no clear call, values can overlap the other calls;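 note: 0% = median of the plate's neutral control wells and 100% = double that signal; a rise in the Bmi1 reporter signal indicates esBAF inhibition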
# PglD DTNB: inhibitors of Campylobacter jejuni PglD acetyltransferase. purified PglD enzyme, DTNB colorimetric CoA detection. inhibition, % at 12.5 µM. hit rate 0.098% among 360,000. AID 602405; in the data active = inhibition above about 16%, passing the limit was not always enough; inconclusive = no clear call, values can overlap the other calls; note: strong numbers were not always called active
# RAD54 branch: inhibitors of human RAD54 branch migration | RAD54 Holliday junction branch migration, FAM/BHQ fluorescence | inhibition, % at 10.4 µM | Q92698 | hit rate 0.14% among 360,000;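 active = mean normalized replicate activity at least 40 and at least half of replicates scoring 40 or more; inconclusive = only one of the two criteria met; inactive = mean below 40 and under half of replicates reaching 40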;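 note: 0% = median of neutral control wells and 100% = median of positive control wells; inhibitors cause a drop in the FAM fluorescence signal; in these data hits start at about 50%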
# CASP6 VEID inh: inhibitors of human caspase-6. hit rate 0.53% among 350,000. P55212. inhibition, % at 12.5 µM. AID 686996. purified caspase-6, Z-VEID-R110 cleavage fluorescence;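 active = mean inhibition across replicates at least about 35%, with every replicate also reaching that limit, limit read from the data; inconclusive = only one of the two criteria met; inactive = neither criterion met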;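 note: 0% = median of neutral control wells and 100% = no fluorescence left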
# ARNT TACC3 PPI: disrupts binding between human ARNT and TACC3. Q9Y6A5. hit rate 0.66% among 390,000. inhibition, % at 9.99 µM. AlphaScreen His-ARNT PAS-B/GST-TACC3 binding, luminescence; TACC3 fragment carries E629A point mutation;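 active = mean inhibition of replicates at least 50% and at least half of replicates each reaching 50%; inconclusive = half or more replicates reach 50% but mean below 50%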;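 note: 0% = complete ARNT plus TACC3 wells and 100% = ARNT alone without TACC3; many hits fall short of the cut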
# E-selectin induc: induces E-selectin expression in human endothelial cells; P16581; HUVEC E-selectin immunofluorescence imaging; normalized: neutral wells 0, TNF-alpha wells 100; activation, % at 7.58 µM; hit rate 0.37% among 260,000;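 active = mean E-selectin-positive cell signal at least 10% of the positive control, reached in at least 60% of replicates, without over 20% cell loss; inconclusive = no rule given, readout overlaps actives, possibly toxicity-flagged; inactive = the rest, including those meeting only one limit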;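 note: in these data hits start at about 27%; measured in HUVEC primary endothelial cells; signal is the percent of cells scored E-selectin positive by PE staining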
#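 Test system: HUVEC; input: 3,000 HUVEC/well; measured by: immunofluorescence imaging; read-out: % PE-positive cells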
# RAD52 anneal inh: inhibitors of human RAD52 DNA annealing. AID 651710. hit rate 0.46% among 360,000. P43351. inhibition, % at 18.7 µM. recombinant RAD52 DNA annealing, FRET fluorescence;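 active = every replicate showing at least 50% inhibition; inconclusive = mean inhibition at least 50% but not in every replicate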
# Target sequence (P43351 whole entry, looked up): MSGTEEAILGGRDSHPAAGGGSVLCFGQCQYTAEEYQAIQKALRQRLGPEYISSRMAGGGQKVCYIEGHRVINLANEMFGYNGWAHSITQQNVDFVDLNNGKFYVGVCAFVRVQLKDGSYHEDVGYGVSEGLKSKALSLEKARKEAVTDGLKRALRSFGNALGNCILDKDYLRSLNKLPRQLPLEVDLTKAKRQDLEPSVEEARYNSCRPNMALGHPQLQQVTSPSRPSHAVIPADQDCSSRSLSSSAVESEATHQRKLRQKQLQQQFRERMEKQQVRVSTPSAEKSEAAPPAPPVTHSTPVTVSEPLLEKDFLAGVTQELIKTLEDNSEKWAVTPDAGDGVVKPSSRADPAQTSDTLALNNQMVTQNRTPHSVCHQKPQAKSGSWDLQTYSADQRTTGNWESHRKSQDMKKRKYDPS
# ERp5 block: blocks human ERp5 reductase activity on insulin. Q15084. ERp5 insulin aggregation, absorbance 650 nm, 90 min. inhibition, % at 9.99 µM. hit rate 0.05% among 350,000. AID 651711;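 active = mean replicate inhibition above about 25%, with every replicate also reaching it, limit read from the data, passing the limit was not always enough; inconclusive = only one of those two criteria met; inactive = neither criterion met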
# Target sequence (Q15084 whole entry, looked up): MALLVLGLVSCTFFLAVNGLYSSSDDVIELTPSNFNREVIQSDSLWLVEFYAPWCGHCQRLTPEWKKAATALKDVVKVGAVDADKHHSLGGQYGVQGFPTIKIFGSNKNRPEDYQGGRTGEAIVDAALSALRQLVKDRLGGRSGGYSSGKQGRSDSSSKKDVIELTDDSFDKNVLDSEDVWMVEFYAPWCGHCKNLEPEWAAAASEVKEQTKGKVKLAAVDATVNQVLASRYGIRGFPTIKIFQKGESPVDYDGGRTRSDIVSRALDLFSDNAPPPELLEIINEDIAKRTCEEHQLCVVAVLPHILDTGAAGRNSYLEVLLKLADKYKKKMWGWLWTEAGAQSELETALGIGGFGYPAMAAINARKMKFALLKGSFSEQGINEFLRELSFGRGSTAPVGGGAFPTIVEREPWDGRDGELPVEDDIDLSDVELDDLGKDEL
# * marks the source's active call; other numbers are inactive results; ? = inconclusive; · = not tested or not shown; & = joins results of further samples.
molecule,esBAF inh,PglD DTNB,RAD54 branch,CASP6 VEID inh,ARNT TACC3 PPI,E-selectin induc,RAD52 anneal inh,ERp5 block
CCOc1nc(CC(C)C)c2c(c1C#N)CC(C)(C)OC2,-6,1,-10,-1,5,·,-6,5
CC=Cc1ccc2n(c1=O)C[C@@H]1[C@@H](CO)[C@H](C(=O)Nc3ccc(-c4ccccc4)cc3)N(C)[C@H]21 (mixture of isomers),61*,3,-3,-2,18,-0.1,-17,1
Cc1ccc(CN2CCSc3ccc(C(=O)NCCCN4CCN(C)CC4)cc32)cc1,-4,-1,8,-53,9,6.4,47,-6
CC1=C(C(=O)Nc2nc3ccccc3s2)C(c2ccco2)C(C#N)=C(SCC(=O)NC2CCCCC2)N1 (centres undefined),0,6,2,2,-9,·,-7,1
CC(C)C#Cc1ccc2c(c1)O[C@@H](CN(C)Cc1cncnc1)[C@@H](C)CN([C@@H](C)CO)S2(=O)=O,9,-3,6,1,-5,0.1,14,6
CCCCC[C@H]1CN(CCCC)C(=O)[C@@H]1CC(=O)NCc1ccc(OC)cc1,-46,-1,-10,4,-16,·,-3,-1
O=C(NCc1ccncc1)C1CCN(C(=O)c2cccc(Cl)c2)CC1,3,22*,3,0,0,·,-12,-3
CCC(=O)Nc1ccc2c(c1)C(=O)N(C)C[C@H](OC)[C@@H](C)CN(C(=O)CC1CC1)[C@H](C)CO2,0,7,4,·,-3,-0.1,7,2
CNc1ccc(S(=O)(=O)NCC(=O)OC(C)C(=O)N(C)Cc2ccccc2)cc1[N+](=O)[O-] (centres undefined),-1,0,-3,0,10,·,-19,4
Cc1ccc(C(=O)CCC(=O)Nc2cccc(C(F)(F)F)c2)cc1,-4,0,-2,·,-4,·,·,·
COc1ccc(CC(=O)N2CCC(n3nccc3NC(=O)C3CCOC3)CC2)cc1 (centres undefined),4,0,5,-2,0,1.8,-3,0
O=C(NC(=S)Nc1ccc(F)cc1)c1ccc2c(c1)OCCO2,·,·,·,-2,-2,-5.8,-4,3
COC(=O)CCc1nc2cc(Cl)ccc2n(Cc2ccccc2)c1=O,·,·,·,-2,-5,-0.1,-17,4
O=C(NCCO)c1cccc(-c2ccc3nncn3c2)c1,4,5,-3,2,·,0.7,-9,2
CCOC(=O)c1cc2c(c(CSc3nc4ccccc4c(=O)n3Cc3ccco3)c1)OCOC2,-1,·,·,2,-2,·,-10,-3
CC(C)CNC(=O)C(=O)NCC1OCCN1S(=O)(=O)c1cccs1 (centres undefined),·,-1,3,-1,-1,3.6,-20,3
O=C(O)[C@H](Cc1ccccc1)Nc1ccc([N+](=O)[O-])cn1,8,·,0,4,-3,0.1,-15,-1
CCc1ccc(S(=O)(=O)NCCc2csc(-c3ccccc3)n2)s1,-2,-2,3,·,-3,·,·,·
CCOc1cc([N+](=O)[O-])cc(/C=C2/NC(=O)N(Cc3ccccc3F)C2=O)c1O,·,·,·,3,11,·,-7,1
COc1ccc(-c2ccc3c(c2)[C@@H]2[C@@H](CCN2S(=O)(=O)C2=NC(C)C=N2)[C@@H](CO)N3C)cc1 (some centres undefined),-3,-1,3,-4,-5,0.0,2,-3
C=CCN(c1ccccc1OC)S(=O)(=O)c1cccc(C(=O)OCC(=O)N2CC(C)OC(C)C2)c1 (centres undefined),4,-1,2,-3,-3,·,15,-6
CN(C)/C=N/c1c(C#N)cnn1-c1ccc(C(F)(F)F)cn1,-5,5,-3,1,-2,·,5,-7
O=[N+]([O-])c1ccc(CSc2ccc(S(=O)(=O)N3CCCC3)cn2)cc1,4,0,2,1,·,·,-23,7
CCCNC(=O)N1CC2(C1)[C@@H](c1ccccc1)[C@@H](CO)N2C(=O)C1CCC1,·,·,·,0,·,0.0,2,-3
C[C@H](CO)N1C[C@H](C)[C@H](CN(C)Cc2ccncc2)Oc2cc(Br)ccc2S1(=O)=O,1,-4,2,-3,6,·,4,-1
COc1ccc(NC(=O)N(C)C[C@@H]2Oc3ccc(NS(=O)(=O)c4ccc(Cl)cc4)cc3C(=O)N([C@H](C)CO)C[C@H]2C)cc1,7,3,5,1,-1,-29,10,-3
O=C(O)c1ccccc1C(=O)Nc1ccc(S(=O)(=O)N2CCCC2)cc1,-4,-3,14,3,15,·,-14,-3
CC(C)NC(=O)NC1C2CC3CC(C2)CC1C3 (centres undefined),-9,-1,-3,·,-20,·,·,·
N#CCCN(C(=O)COC(=O)c1cc(=O)c2ccccc2o1)c1ccccc1,-10,3,10,1,-1,0.0,-14,-1
Cc1ccc(/C=N/Nc2nc(N3CCCCC3)nc(N3CCCCC3)n2)o1,·,·,·,-1,0,·,-3,-5
CC(=O)Nc1ccccc1NC(=O)C/C(C)=N/NC(=O)c1cccnc1,-6,3,-7,0,3,·,4,-1
COCCN(C(=O)COC(=O)CCC(=O)c1ccc(Cl)cc1)c1c(N)n(Cc2ccccc2)c(=O)[nH]c1=O,-3,-7,-11,4,0,-1.6,-44,3
CC1=C(C(=O)OCc2ccccc2)C(c2ccc(N(C)C)cc2)NC(=O)N1 (centres undefined),3,3,-5,·,2,·,·,·
C[C@@H]1CN([C@H](C)CO)S(=O)(=O)c2ccc(C#CC3CCCC3)cc2O[C@@H]1CN(C)C(=O)C1CC1,-4,6,-1,0,-1,0.6,10,3
CCCNC(=O)c1cc(C2CCCCN2S(=O)(=O)c2cn(C)cn2)on1 (centres undefined),-4,-4,10,-3,·,-0.1,-15,-3
COc1ccc(NC(=O)N2C[C@H](O)COC[C@H]3O[C@H](CC(=O)N4CCCCC4)CC[C@@H]32)cc1,6,1,1,1,-8,0.1,-5,-7
Cc1ccc(S(=O)(=O)N(C)C)cc1NC(=O)C(C)Sc1ccccc1 (centres undefined),2,·,·,-1,5,·,-20,-5
CCCNC(=O)N1[C@@H](C#N)[C@@H](c2ccc(-c3ccccc3F)cc2)[C@@H]1CO,-5,-3,0,-2,2,0.4,-8,0
C[N+]1(CC(=O)OCCCc2ccccc2)CCCC1,·,·,·,-1,-1,-0.3,-7,4
C[C@H](NC(=O)[C@H]1N[C@H]2c3ccc(-c4cncnc4)c(=O)n3C[C@H]2[C@@H]1CO)c1ccccc1,2,4,-1,2,0,-0.3,-20,-3
CCc1nn(CC(=O)NCCCc2ccccc2)c(=O)c2cc3c(OC)cccc3n12,-11,3,9,0,-1,·,-7,4
CN1CCn2cnc(C(=O)NCc3ccccc3)c2C1=O,3,-5,-7,4,·,0.0,-11,-3
CCn1nnnc1SCC(=O)N(C)C1CCS(=O)(=O)C1 (centres undefined),-1,-3,-2,-5,-4,-0.2,0,1
Cc1onc(-c2ccccc2)c1C(=O)NC(=S)NNC(=O)c1cc(-c2ccc(F)cc2)n[nH]1,·,-2,-6,-1,1,4.4,-16,2
N#Cc1ccc(-c2ccc3c(c2)[C@@H]2[C@@H](CCN2C(=O)C2CCC2)[C@@H](CO)N3)cc1,·,·,·,-7,·,0.4,-326,1
COc1nccnc1NS(=O)(=O)c1ccc(N/C=C2\CCCCC2=O)cc1,·,·,·,1,0,·,-42,-1
C[C@H]1CN([C@@H](C)CO)S(=O)(=O)c2ccc(-c3cncnc3)cc2O[C@@H]1CN(C)Cc1cccnc1,-1,-2,-2,1,0,0.0,3,-4
COCCn1c(SCC(=O)Nc2cc(C(C)(C)C)nn2-c2ccccc2)nc2ccccc2c1=O,·,·,·,-2,-1,·,-6,2
Cc1noc(C)c1NC(=O)N(C)C[C@@H]1Oc2ccc(NC(=O)c3ccncc3)cc2CC(=O)N([C@@H](C)CO)C[C@@H]1C,-6,5,4,-1,-1,·,-2,-2
Cc1nnc(SCC(=O)N2c3ccccc3CC2C)s1 (centres undefined),1,4,-6,·,-14,·,·,·
Cn1c(-c2ccc3ccccc3n2)[n+](C)c2ccccc21,·,-3,6,-7,-4,-0.2,-5,3
Cc1cc(-c2nnnn2-c2cc(Cl)cc(Cl)c2)no1,-6,1,-12,-3,-9,4.3,-16,2
CCCn1c(C)cc(C(=O)COC(=O)CN=C2NS(=O)(=O)c3ccccc32)c1C,-3,4,6,·,3,?,·,·
Cc1cc(=O)oc2cc(OCC(=O)Nc3ccc(S(=O)(=O)N(C)C)cc3)ccc12,·,-3,-8,-1,-56,1.6,-20,-4
O=C(/C=C/c1ccco1)NC(=S)Nc1ccccn1,46*,0,-4,·,9,·,·,·
Cc1onc(-c2ccccc2)c1-c1ccnn1S(=O)(=O)c1ccc(Cl)cc1,·,·,·,4,5,0.0,-32,2
COc1ccc(CN2C(=O)C(CC(=O)NC3CCCC3)CC(C(=O)N(C)C)=C2C)cc1 (centres undefined),3,0,-2,-1,·,-5.8,-4,-4
CC(=O)Nc1ccc(/C=C/c2nc3ccccc3o2)cc1,-12,1,1,2,-14,·,-76,1
Cc1c(CCOC(=O)C23CC4CC(CC(C4)C2)C3)sc[n+]1CC#N,-5,·,·,0,0,·,1,-2
CN(CC(=O)Nc1ccc(OC(F)(F)F)cc1)C1CCCCC1,-3,0,-1,13,-4,0.1,-15,-1

# (listing goes on)
molecule,esBAF inh,PglD DTNB,RAD54 branch,CASP6 VEID inh,ARNT TACC3 PPI,E-selectin induc,RAD52 anneal inh,ERp5 block
C[C@@H]1CN([C@@H](C)CO)S(=O)(=O)c2ccc(Br)cc2O[C@@H]1CN(C)C(=O)C1CC1,2&2&3,0&4&3,-7&1&4,-3&-2&-1,-9&10,-6.3,-12&-2&3,2&1&-4
Cc1sc2nc(CN3CCCC3)nc(NCc3ccncc3)c2c1C,·,·,·,0,-4,·,2,-4
Cc1cccc(C)c1NC(=O)Nc1nc(CN(C)C)cs1,-4,-1,0,-1,·,0.0,1,-2
COc1ccc(C2=NN(CC(=O)NCC(OC)OC)C(=O)CC2)cc1,-3,2,5,-5,-3,0.0,-12,6
O=C(C1CCCCC1)N1CC2(C1)[C@H](c1ccccc1)[C@H](CO)N2Cc1ccc(Cl)cc1,·,·,·,-1,·,-0.1,-6,1
O=c1cc(Nc2ccc3c(c2)OCCO3)[nH]c(=O)n1-c1ccc(Br)cc1,8,3,12,·,12,·,·,·
CN(C)CCNC(=S)Nc1ccc(F)c(F)c1F,11,1,-2,-6,-11,1.7,-1,-3
COC(=O)C1C(O)=C(C=Nc2ccccc2)C(=O)CC1(C)C (centres undefined),·,·,·,1,-9,·,-3,1
Cc1noc(C)c1NC(=O)Nc1cccc2c1O[C@@H](CN(C)Cc1ccc(Oc3ccccc3)cc1)[C@H](C)CN([C@H](C)CO)C2=O,3,-3,3,0,8,0.0,4,12
Cc1onc(-c2c(Cl)cccc2Cl)c1NC(=O)NNc1c(Cl)cncc1Cl,·,·,·,3,-5,·,1,2
O=S(=O)(c1ccccc1)N1CN(c2ccc(F)cc2F)c2nc3ccccc3nc21,5,-1,8,-1,·,0.1,-14,-5
CN(C)CCCN1C(=O)c2oc3ccc(Cl)cc3c(=O)c2C1c1cccnc1 (centres undefined),-2,6,-11,-3,1,1.4,-20,5
C=CC[C@@H](CC(=O)OC(C)(C)C)C(=O)OC[C@@H]1CCCN1C(=O)[C@H](CC=C)CC(=O)NCCO,-4,6,3,-3,0,6.2,-20,-1
CCOc1ccc(S(=O)(=O)N2CCN=C2c2ccccc2)cc1,2,-4,7,-1,1,2.7,-18,3
COc1ccc(-c2cn(CCC(=O)NCc3ccc(C)cc3)c(-c3ccncc3)n2)cc1,-3,-3,-7,-3,2,-0.1,-11,16
O=C(N/C=C/n1cnc2cc(C(F)(F)F)ccc21)c1ccccc1F,·,·,·,0,-3,·,1,1
